GAA glycogen mod: inhibitors or activators of human alpha-glucosidase glycogen cleavage; recombinant GAA, glycogen substrate, Amplex Red glucose oxidase fluorescence; P10253; actives 0.38% (n = 300,000); Potency, µM (top dose mostly 76.4 µM), for the others: at the highest dose activity change, negative = inhibition, hits mostly inhibitors;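 also: 0% = full enzyme reaction and -100% = no-enzyme basal signal; the screen sought inhibitors and activators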
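qHTS, 1536-well; enzyme 4 nM final; cpd up to 77 uM; substrate bovine liver glycogen 30 ug; 50 mM citrate/phosphate pH 5.0, 0.01% Tween-20; 37 C, 40 min; Amplex Red detection 45 min RT; Hill fit → AC50.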
SMN2 splice up: enhancers of SMN2 splice variant expression. HEK293 SMN2-luciferase splicing reporter, luminescence, 30-36 h. Potency, µM (highest dose often 46.1 µM), without a hit: at the highest dose activity change, positive = activation, most hits filed as activators. actives 2.8% (n = 210,000); also: % of control where 0% means no effect; nearly all actives have a fitted effect of over 55% in size
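HEK293 cells carry an SMN2 […]–luciferase reporter in which exon 7 inclusion puts luciferase in frame. Cells were plated 10-12 h before compound addition, then incubated 30-36 h at 37C. ONE-Glo luminescence was read; sodium butyrate at 4.5 mM final served as control.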
* = called active by the depositor; ? = inconclusive; [ ] = remark or other dose. Calls follow the shape of the dose curve; as a rule, active = well fitted curve in the direction sought with a large enough effect; inconclusive = small, poorly fitted or top-dose-only effect, or another doubt; inactive = no such curve, though single readings can be large; an effect the other way counts as inactive or inconclusive. Potency is read from the fitted curve at half-maximal effect.

The line under a structure holds: GAA glycogen mod | SMN2 splice up
> O=C(Nc1cccc(-c2nc3cc(Cl)ccc3o2)c1)c1cc([N+](=O)[O-])ccc1N1CCOCC1
 : 7%[76.3 µM] | -3%
> CC(=O)Nc1ccc(NC(=O)C(Cc2ccccc2)NS(=O)(=O)c2ccc3c(c2)oc(=O)n3C)cc1 (configuration not stated)
 : -9%[76.3 µM] | -5%
> CCOC(=O)CSc1nc2ccccc2c(=O)n1-c1cccc(C)c1
 : -8%[76.3 µM] | -7%
> O=c1c2sccc2n(Cc2cc(=O)n3cc(Cl)ccc3n2)c(=O)n1-c1ccccc1
 : -7%[76.3 µM] | -14%
> COc1cc2ccccc2cc1C(=O)Nc1cccc(-c2nc3ccccc3o2)c1
 : -6%[76.3 µM] | -1%
> COc1ccc(N(C(=O)c2ccc(OC)c(OC)c2)S(=O)(=O)c2ccc(Cl)cc2)cc1
 : -13%[76.3 µM] | -8%
> Cc1cc(Nc2ccccc2F)n2nc(Cc3ccc(Cl)cc3)nc2n1
 : 15%[76.3 µM] | -2%
> Cc1cc(NS(=O)(=O)c2ccc(NC(=O)COc3ccc(Br)cc3C)cc2)no1
 : 10%[76.3 µM] | -11%
> CCOc1ccccc1NC(=O)C(CC(C)C)NS(=O)(=O)c1ccc2c(c1)CCN2C(C)=O (configuration not stated)
 : 14%[76.3 µM] | 5%
> O=C1CN(C(=O)COc2ccc(Cl)cc2)C(c2ccccc2)c2cc(Br)ccc2N1 (configuration not stated)
 : -8%[76.3 µM] | 20%
> CCCN(Cc1cc2cccc(C)c2[nH]c1=O)C(=O)c1cccc(Cl)c1
 : -5%[76.3 µM] | 5%
> Cc1ccc(NC(=O)C2CCN(c3ncccn3)CC2)cc1F
 : -7%[76.3 µM] | -9%
> COc1cccc(Cn2nnc(C(=O)NCc3ccc(Cl)cc3Cl)c2N)c1
 : -19%[76.3 µM] | 6%
> COC(=O)c1cccnc1-n1c(=O)c2cccnc2n(CC(=O)Nc2cccc(C)c2)c1=O
 : -6%[76.3 µM] | 6%
> CCOc1ccc(CNC(=O)C2CCN(c3nnc(-n4cccc4CNc4ccc(C)cc4)s3)CC2)cc1OC
 : 32µM* | -9%
> COc1ccc(N2CCN(C(=O)CCc3c(C)nc4c(-c5ccccc5)c(C)nn4c3C)CC2)cc1
 : -13%[76.3 µM] | -4%
> CCOc1ccccc1C1CC(=O)NC(C)=C1C(=O)OC1CCCCCC1 (configuration not stated)
 : 7%[76.3 µM] | -36%[inhibitor]
> CC1CCc2c(sc(NC(=O)COc3ccccc3C(C)(C)C)c2C#N)C1 (configuration not stated)
 : 12%[76.3 µM] | 3%
> Cc1nn(Cc2ccccc2)c(C)c1NC(=O)c1cc(C(C)C)on1
 : 13%[76.3 µM] | -19%
> Cc1ccc2cccc(NC(=O)c3ccc(-c4cccc(Cl)c4)o3)c2n1
 : 13%[76.3 µM] | -2%
> Cc1ccc(-n2c(=O)c3ccc(C(=O)NCc4ccco4)cc3n(CC(=O)Nc3ccccc3C(F)(F)F)c2=O)cc1
 : 8%[76.3 µM] | 6%
> COC(=O)c1cc(OC)c(OC)cc1NC(=O)c1ccc2c(c1)CCN2S(=O)(=O)c1ccccc1
 : 13%[76.3 µM] | 0%
> CCn1cc(C(=O)NCCCOC)c(=O)c2cc(S(=O)(=O)N3CCCC3)ccc21
 : 18%[76.3 µM] | -12%
> CC(=O)N1CCc2cc(Br)cc(S(=O)(=O)CCC(=O)N3CCN(c4ccccc4Cl)CC3)c21
 : -9%[76.3 µM] | 0%
> CCOC(=O)c1c(-c2ccccc2)oc2ccc(N(C(C)=O)S(=O)(=O)c3ccc(C)cc3)cc12
 : -7%[76.3 µM] | 7%
> COc1ccc(CN(C(=O)c2ccc(OCC(C)C)cc2)C2CCS(=O)(=O)C2)cc1 (configuration not stated)
 : -12%[76.3 µM] | -35%[inhibitor]
> CC(C)OCCCNC(=O)Cn1c(-c2cccs2)cc2cc(F)ccc21
 : 6%[76.3 µM] | -15%
> CCOc1ccccc1NC(=O)Cn1c(=O)n(-c2cccc(C)c2)c(=O)c2c1c1cc(OC)ccc1n2C
 : 0%[76.3 µM] | -1%
> CCc1nn2c(=O)c(S(=O)(=O)Nc3cccc(F)c3)c(C)nc2s1
 : -5% | -13%
> Cc1nn(-c2ccccc2)c(OC(=O)c2ccc(Br)cc2)c1S(=O)(=O)c1ccccc1
 : -3%[76.3 µM] | -1%
> CC(C)Cn1c(=O)c2ccccc2n2c(CCC(=O)N3CCN(c4ccccc4F)CC3)nnc12
 : -7%[76.3 µM] | -16%
> CCOc1ccc(S(=O)(=O)N(CC(=O)NCCc2ccc(OC)c(OC)c2)c2ccccc2)cc1
 : 7%[76.3 µM] | -10%
> Cc1ccc(C(=O)c2oc3ccccc3c2NC(=O)COc2ccc(Cl)c(C)c2)cc1
 : -8%[76.3 µM] | 15%
> CCOC(=O)N1CCc2c(sc3c2c(=O)n(Cc2ccccc2)c(=O)n3CC(=O)Nc2ccc(C)cc2C)C1
 : 1%[76.3 µM] | -11%
> Cc1cc(C)c(NC(=O)C(C)n2nnc3sc(-c4ccccc4)cc3c2=O)c(C)c1 (configuration not stated)
 : -12%[76.3 µM] | 5%
> Cc1cccc(C(=O)Nc2ccc3oc(-c4cccc5c(Br)cccc45)nc3c2)c1
 : 14%[76.3 µM] | 10%
> Cc1ccc(Nc2c(-c3cccc(Cl)c3)nc3cccc(C)n23)cc1
 : ? | -2%
> CCOC(=O)c1ccn(-c2nc(-c3cccc(OC)c3)cc(C(F)(F)F)n2)n1
 : -11%[76.3 µM] | 2%
> CCCCN(C)CCNC(=O)c1cc2c(=O)n(C)c3ccccc3c2n1C
 : -8%[76.3 µM] | 4%
> Cc1cccc(CN2C(=O)c3ccccc3S(=O)(=O)c3ccc(C(=O)NC4CCCCC4)cc32)c1
 : -12%[76.3 µM] | 6%
> COc1ccc(NC(=O)Cn2c(=O)n(-c3cccc(C)c3)c(=O)c3c2c2cc(C)ccc2n3C)cc1OC
 : -2%[76.3 µM] | 3%
> O=C(COC(=O)c1cc(-c2ccccc2)nc2c(Cl)cccc12)c1ccc(F)cc1
 : 9%[76.3 µM] | -16%
> Cc1ccc(Cn2ccc(NC(=O)c3cc(-c4ccc(Cl)c(Cl)c4)on3)n2)cc1
 : 11%[76.3 µM] | -2%
> Cc1cccc(NC(=O)Cn2c(=O)oc3cc(S(=O)(=O)N4CCCCCC4)ccc32)c1
 : -8%[76.3 µM] | -25%
> Cc1ccc2cccc(NC(=O)c3ccc(-c4cccc([N+](=O)[O-])c4)o3)c2n1
 : -6%[76.3 µM] | 3%
> CC(=O)c1ccc(NC(=O)c2cc3sccc3n2Cc2ccc(Cl)cc2)cc1
 : -15%[76.3 µM] | -2%
> Cc1cc2oc(C(=O)Nc3c(C(=O)Nc4ccccc4)oc4ccccc34)cc(=O)c2cc1C
 : -5%[76.3 µM] | 1%
> CCc1ccc(Nc2sc(C(=O)c3ccccc3)c(N)c2S(C)(=O)=O)cc1
 : -8%[76.3 µM] | 5%
> CCOC(=O)c1cc(NC(=O)c2ccc(OC)cc2)c(=O)n2c1oc1ccc(Cl)cc12
 : 13%[76.3 µM] | -2%
> CCC1CCc2nc3sc(C(=O)Nc4cccc(F)c4)c(N)c3cc2C1 (configuration not stated)
 : 4%[76.3 µM] | -12%

Reprinted from the part before: 3 compounds; new compounds follow.
The line under a structure holds: GAA glycogen mod | SMN2 splice up
> CCc1ccc(Nc2sc(C(=O)c3ccccc3)c(N)c2S(C)(=O)=O)cc1
 : -8%[76.3 µM] | 5%
> CCOC(=O)c1cc(NC(=O)c2ccc(OC)cc2)c(=O)n2c1oc1ccc(Cl)cc12
 : 13%[76.3 µM] | -2%
> CCC1CCc2nc3sc(C(=O)Nc4cccc(F)c4)c(N)c3cc2C1 (configuration not stated)
 : 4%[76.3 µM] | -12%
> O=C(Cn1ncc2ccsc2c1=O)N1CCN(c2ccc(Cl)cc2)CC1
 : -10%[76.3 µM] | -25%
> COc1ccc(CNC(=O)CSc2c3c(nc4ccc(Cl)cc24)CCCC3)cc1
 : -4%[76.3 µM] | -12%
> Cn1cc(C(=O)Nc2ccc(C#N)cc2)c2ccccc2c1=O
 : 5% | 1%
> Cc1ccc(O)c(NC(=O)c2nc3nc(C)cc(C(F)F)n3n2)c1
 : -26%[76.3 µM] | -4%
> Cn1c(=O)cc(OCCCC(=O)Nc2ccc(F)cc2)c2ccccc21
 : 7%[76.3 µM] | 13%
> COc1cc2nc(SCc3ccc(F)cc3)n3nc(CCn4c(C)nc5ccccc54)nc3c2cc1OC
 : -5%[76.3 µM] | ?
> COc1cccc(CNC(=O)C(Cc2ccccc2)NS(=O)(=O)c2ccc3c(c2)oc(=O)n3C)c1 (configuration not stated)
 : -64%[76.3 µM] | -5%
> Cc1ccc(S(=O)(=O)Nc2c(C)nc3nc(C)[nH]n3c2=O)c(C)c1
 : 0% | 11%
> CC1CCN(c2nc3ccc(C(=O)N4CCN(c5ccccc5)CC4)cc3s2)CC1
 : -12%[76.3 µM] | -61%[inhibitor]
> CCc1nc2nc(C)cc(Nc3ccc(OC)cc3OC)n2n1
 : 12%[76.3 µM] | 4%

Shown with each value named: 2 of the compounds above.
> CC1CCN(c2nc3ccc(C(=O)N4CCN(c5ccccc5)CC4)cc3s2)CC1
  GAA glycogen mod: -12%[76.3 µM]	SMN2 splice up: -61%[inhibitor]

> COc1cc2nc(SCc3ccc(F)cc3)n3nc(CCn4c(C)nc5ccccc54)nc3c2cc1OC
  GAA glycogen mod: -5%[76.3 µM]	SMN2 splice up: ?

Further structures follow:
The line under a structure holds: GAA glycogen mod | SMN2 splice up
> Cc1cc(OCCn2cc(C(=O)c3cccs3)c3ccccc32)ccc1Cl
 : -4%[76.3 µM] | 20%
> Cc1ccccc1NC(=O)c1c(C)oc2ccc(O)c(CN3CCC(C)CC3)c12
 : -6%[76.3 µM] | -3%
> Cc1ccc(CNS(=O)(=O)c2cc(Br)cc3c2N(C(=O)C2CC2)CC3)cc1
 : 0%[76.3 µM] | 10%
> COCCNC(=O)c1cc2c(Cl)nc3ccc(C)cc3c2s1
 : -14%[76.3 µM] | 2%
> CCCc1nc2nc(C)c(NS(=O)(=O)c3ccc(C)c(C)c3)c(=O)n2[nH]1
 : -11%[76.3 µM] | 1%
> Cc1c(CNC2CCCCCC2)c(C(=O)O)c(C)n1Cc1ccc(F)cc1
 : 8%[76.3 µM] | 0%
> CCOc1ccc(Nc2ncnc3onc(-c4ccc(Cl)cc4)c23)cc1
 : 5%[76.3 µM] | -26%
> Cc1nc2c(-c3ccc(F)cc3)c(C)nn2c(C)c1CCC(=O)NCc1ccc(Cl)cc1
 : 0%[76.3 µM] | -11%
> COc1cccc(-c2nc(CS(=O)(=O)CC(=O)NCCCN3CCN(C)CC3)c(C)o2)c1
 : -6%[76.3 µM] | -6%
> Cc1ccc(C)c(N2CCN(C(=O)Cn3ncc4c(=O)oc5ccc(C)cc5c43)CC2)c1
 : 1%[76.3 µM] | ?
> Cc1ccc(CNC(=O)CCc2c(C)nc3c(c(C)nn3-c3ccccc3)c2C)cc1
 : -6%[76.3 µM] | 2%
> CCC(=O)N1CCc2cc(S(=O)(=O)NC(CC(C)C)C(=O)Nc3ccc(CC)cc3)ccc21 (configuration not stated)
 : 9%[76.3 µM] | 16%
> CCOc1ccc(-n2c(=O)c3c(C)c(C)sc3n(CC(=O)c3ccccc3)c2=O)cc1
 : -2%[76.3 µM] | 0%
> Cc1oc(-c2ccccc2F)nc1Cn1c(SCc2ccccc2F)nc2ccncc21
 : -13%[76.3 µM] | -2%
> COc1ccccc1N1CCN(c2ncnc3onc(-c4cccc(Cl)c4)c23)CC1
 : -3%[76.3 µM] | 0%
> Cc1ccc(CNC(=O)CCS(=O)(=O)c2cc(Br)cc3c2N(C(=O)C2CC2)CC3)cc1
 : -8%[76.3 µM] | 0%
> COc1ccc(C2CC(=O)N(Cc3ccc(F)cc3)c3ccccc3S2)cc1 (configuration not stated)
 : 2%[76.3 µM] | -39%[inhibitor]
> COc1ccc(C2CC(=O)c3c([nH]c(C(=O)OC4CCC(C)CC4)c3C)C2)cc1OC (configuration not stated)
 : 13%[76.3 µM] | 7%
> O=C(CCCc1nc(-c2ccc(Cl)cc2)no1)NCc1ccco1
 : 3%[76.3 µM] | 8%
> COc1cc(NC(=O)CC2C(=O)OCCN2Cc2ccccc2)cc(OC)c1 (configuration not stated)
 : 4%[76.3 µM] | -1%
> CCOc1ccc(NC(=O)CCc2c(C)nc3nc(C)nn3c2C)cc1
 : 21%[76.3 µM] | 5%
> O=C(c1ccc2c(c1)N(Cc1ccc(Cl)cc1)C(=O)c1ccccc1S2(=O)=O)N1CCCC1
 : -15%[76.3 µM] | -9%
> Cc1ccc(C)c(NC(=O)Cn2c(=O)n(Cc3cccs3)c(=O)c3cccnc32)c1
 : -13%[76.3 µM] | 6%
> Cn1c2ccccc2c2cnn(CC(=O)NCCCN3CCN(c4ccccc4F)CC3)c(=O)c21
 : 3%[76.3 µM] | -7%
> CNC(=O)c1ccc(Nc2nnc(-c3ccc(C)c(S(=O)(=O)N4CCCCC4)c3)c3ccccc23)cc1
 : 17%[76.3 µM] | 0%
> COCCCNC(=O)c1cn(CCOC)c(=O)c2c1c1ccccc1n2C
 : -2% | 11%
> O=C(NC1CCCCCC1)C1c2ccccc2C(=O)N1Cc1ccccc1Cl (configuration not stated)
 : 14%[76.3 µM] | 4%

Bioassay records as filed in PubChem.

Some of the compounds tested; rates above refer to the full screens.
